# Bioassay records (PubChem)
# IDE cell activ – human IDE activators in live cells, primary screen, fluorescence polarization, HEK cells, FAbeta-B substrate; Insulin-degrading enzyme (Homo sapiens), P14735; FAbeta-B cleavage; 0% vehicle, 100% cell-free pure enzyme wells; activation, % at 5.96 µM; actives 0.073% (n = 340,000);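 active = activation above the mean of all tested compounds plus 3 SD, set per screening campaign, cut at about 17% in these data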
# NALP1 inh – NALP1 inflammasome inhibitors in reconstituted yeast, colorimetric, S. cerevisiae, triplicate retest; inhibition, % at 10 µM; AID 2071, 2009; actives 0.61% (n = 280,000); S. cerevisiae NALP1/ASC/caspase-1 growth, X-gal OD620, 72 h; in the data active = inhibition mostly above about 24%, no sharp cut-off; inactive = mostly below about 32%; note: some compounds called inactive have numbers as strong as hits
# UBC9 SUMO inh – inhibitors of in vitro SUMOylation cascade, primary screen, biochemical, HTRF, uHTS. SUMO-conjugating enzyme UBC9 (Homo sapiens), P63279. HTRF SUMOylation assay, SAE1/SAE2 + UBC9. inhibition, % at 35 µM. actives 0.36% (n = 290,000); in the data active = inhibition above about 50%, passing the limit was not always enough; note: strong numbers were not always called active
# Target sequence (P63279 whole entry, looked up): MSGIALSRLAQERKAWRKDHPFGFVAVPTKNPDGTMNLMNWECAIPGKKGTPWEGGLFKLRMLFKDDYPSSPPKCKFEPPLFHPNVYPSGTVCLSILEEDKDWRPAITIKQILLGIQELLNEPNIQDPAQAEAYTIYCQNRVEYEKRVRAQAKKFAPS
# MEKK3 PB1 HTS – modulators of MEKK3-MEK5 PB1 binding, primary screen, biochemical, wildtype MEKK3, multiplex bead flow cytometry, Alexa488-MEK5; Mitogen-activated protein kinase kinase kinase 3 (Homo sapiens), Q99759; bead-based flow cytometry, Alexa488-MEK5 binding to MEKK3; actives lie on both sides; 0 = blocked by unlabeled MEK5, 100 = vehicle; binding response (% of control), % at 10 µM; actives 1.4% (n = 290,000); AID 1529, 2009;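 active = binding response more than 3 SD above or below the average of its plate-row segment, actives on both sides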;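 note: Alexa488 bead fluorescence after subtracting the streptavidin-only scavenger bead signal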
# Target sequence (Q99759 whole entry, looked up): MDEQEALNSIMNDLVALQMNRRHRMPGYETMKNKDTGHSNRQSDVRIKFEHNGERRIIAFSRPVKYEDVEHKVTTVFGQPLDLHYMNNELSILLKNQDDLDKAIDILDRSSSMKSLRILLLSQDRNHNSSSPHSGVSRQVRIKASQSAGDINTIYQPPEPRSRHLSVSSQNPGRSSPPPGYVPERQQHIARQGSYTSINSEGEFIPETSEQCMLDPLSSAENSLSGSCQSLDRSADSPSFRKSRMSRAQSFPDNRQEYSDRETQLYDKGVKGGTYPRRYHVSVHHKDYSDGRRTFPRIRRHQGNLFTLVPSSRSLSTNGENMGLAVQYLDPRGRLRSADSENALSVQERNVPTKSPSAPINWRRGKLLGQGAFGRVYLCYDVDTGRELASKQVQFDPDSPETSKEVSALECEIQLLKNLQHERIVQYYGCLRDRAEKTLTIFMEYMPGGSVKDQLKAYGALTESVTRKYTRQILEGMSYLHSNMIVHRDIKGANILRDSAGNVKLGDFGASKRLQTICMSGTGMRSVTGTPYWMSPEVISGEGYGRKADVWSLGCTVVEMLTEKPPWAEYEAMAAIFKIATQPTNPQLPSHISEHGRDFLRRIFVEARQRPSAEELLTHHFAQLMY
# IDE inh – human IDE inhibitors in live cells, primary screen, fluorescence polarization, HEK cells, FAbetaB substrate; inhibition, % at 5.59 µM; Insulin-degrading enzyme (Homo sapiens), P14735; actives 0.41% (n = 320,000); AID 434962, 2010; FAbetaB cleavage;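 active = percent inhibition above the average of all tested compounds plus 3 SD, set per screening campaign, cut at about 16% in these data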;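 note: IDE supplied by intact live HEK cells; FP after avidin binding of uncleaved biotin substrate so inhibition keeps polarization high; 0% = DMSO wells and 100% = 60 µM reference IDE inhibitor Ii1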
# MEKK2wt PB1 HTS – modulators of MEK5 binding to wildtype MEKK2, primary screen, biochemical, multiplex bead flow cytometry, Alexa488-MEK5 | binding response (% of control), % at 10 µM | actives 1.1% (n = 290,000) | Alexa488-MEK5 binding to MEKK2 WT; actives lie on both sides | Mitogen-activated protein kinase kinase kinase 2 (Homo sapiens), Q9Y2U5; in the data active = binding response below about 67% or above about 130%
# MEKK2mut PB1 HTS – MEK5 binding signal on mutant MEKK2 PB1, primary screen, biochemical, multiplex bead flow cytometry, Alexa488-MEK5. percent response, % at 10 µM. Alexa488-MEK5 binding to MEKK2 mutant. actives 0.35% (n = 290,000); in the data active = percent response above about 24%, passing the limit was not always enough; note: inactives centre near 1; some results filed as inactive read as strong as hits; reference of the scale not given here
# p-CIP stab down – p/CIP-EGFP fusion destabilizers, primary screen, fluorescence, F442A cells | actives 0.01% (n = 290,000) | Q05BA5 | decrease of EGFP signal, % at 10 µM | 16 h | AID 1984, 2009;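 active = EGFP signal decrease of at least 30% at 10 µM or well 3 SD below plate mean, unless failing retest; inactive = the rest, including hits failing retest or dose response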; note: some compounds called inactive have numbers as strong as hits; many of its hits are not listed in these tables
# M18AAP inhibitor – PfM18AAP inhibitors, malaria aminopeptidase, primary screen, biochemical, QFRET, recombinant enzyme | M18 aspartyl aminopeptidase (Plasmodium falciparum 3D7) | H-Glu-NHMec fluorogenic cleavage | inhibition, % at 7.35 µM | actives 1.2% (n = 290,000);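 active = inhibition above the campaign mean inhibition over all tested compounds plus 3 SD, cut at about 28% in these data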;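 note: 0% = plate median of test compound wells and 100% = 2 mM ZnCl2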
# An asterisk follows results filed as active; · = no result given; & = joins results of further samples; [ ] = remark or other dose.
SMILES,IDE cell activ,NALP1 inh,UBC9 SUMO inh,MEKK3 PB1 HTS,IDE inh,MEKK2wt PB1 HTS,MEKK2mut PB1 HTS,p-CIP stab down,M18AAP inhibitor
O=[N+]([O-])c1ccccc1/C=C/CN1CCN(Cc2ccc3c(c2)OCO3)CC1,11,27,-1,103,2,105,2,-1,-2
Cc1csc(SCCn2c(N3CCOCC3)nc3c2c(=O)[nH]c(=O)n3C)n1,1,42,14,98,1,100,2,-8,5
CCN(CC)c1nc2c(s1)C(=O)CC(C)(C)C2,2,-8,4,95,0,99,6,-16,-5
CN1CCN(c2nc(Nc3cccc(C(F)(F)F)c3)nc(N3CCOCC3)n2)CC1,-1,22,-17,103,-3,122,7,1,-2
Cc1cccc(NC(=O)C2Cc3ccccc3CN2C(=O)OCc2ccccc2)c1C (stereo not given),0,25,-8,98,-1,96,-2,0,-5
O=C(Cn1cc(C(=O)c2ccco2)c2ccccc21)NC1CCCC1,2,22,-2,109,3,107,-1,-2,4
CC1CCCC(C)N1CCNC(=O)Cn1nc(-c2ccccc2)ccc1=O (stereo not given),-4,12,-14,·,0,·,·,-5,-2
O=C(/C=C/c1c(F)cccc1Cl)Nc1ncccn1,1,21,2,98,-4,97,-1,10,-6
CC(C)Nc1nc(NC(C)C)nc(OCCOC(=O)c2ccccc2)n1,2,32,-5,96,6,96,-2,0,3
CCc1ccc(NC(=O)[C@H](NC(=O)[C@@H]2Cc3ccccc3CN2)c2ccccc2)cc1,10,11,-8,101,3,102,0,1,-4
O=C(NCc1ccco1)c1nn(-c2ccccc2)c(=O)c2ccccc12,0,2,11,101,0,96,-3,1,1
O=C(OCC#CCSc1nnc(-c2ccncc2)o1)c1cccs1,-1,8,0,98,6,94,-9,-4,-3
O=C(COC(=O)Cc1ccc(S(=O)(=O)N2CCCCC2)s1)Nc1ccc2c(c1)OCO2,2,9,29,81,-4,86,-12,-7,5
COCCOc1cc(NC(=O)c2ccccc2)c(Cl)cc1Cl,2,10,2,88,0,91,-3,6,-5
C=CCn1c(O)c(N=NC(=O)c2cccnc2)c2cc(Br)ccc21,9,16,7,57,-9,65,-44,-8,-16
COc1ccc(N(C)S(=O)(=O)c2cccc(C(=O)Nc3ccc(-n4cnnn4)cc3)c2)cc1,0,-2,-1,100,7,100,-2,-11,-2
Cc1ccc(NS(=O)(=O)c2ccc(N3CCN(c4ccc(O)cc4)CC3)c([N+](=O)[O-])c2)c(C)c1,4,30,-18,93,-7,89,-2,-20,27
CCOC(=O)C1=c2/c(=C/c3ccccc3OC)c(N)c(C#N)n2C(=O)C(c2ccccc2OC)S1 (stereo not given),·,18,10,·,·,·,·,-3,8
COc1ccc(CNC(=O)CN(C)S(=O)(=O)c2ccccc2)cc1,-2,0,1,98,0,98,0,-2,-3
COc1cccc(OC)c1C(=O)NCC12CC3CC(C1)CC(CNC(=O)c1c(OC)cccc1OC)(C3)C2,4,-6,3,101,-1,107,8,-6,3

# Next part, starting with the last 2 of the part before.
SMILES,IDE cell activ,NALP1 inh,UBC9 SUMO inh,MEKK3 PB1 HTS,IDE inh,MEKK2wt PB1 HTS,MEKK2mut PB1 HTS,p-CIP stab down,M18AAP inhibitor
COc1ccc(CNC(=O)CN(C)S(=O)(=O)c2ccccc2)cc1,-2,0,1,98,0,98,0,-2,-3
COc1cccc(OC)c1C(=O)NCC12CC3CC(C1)CC(CNC(=O)c1c(OC)cccc1OC)(C3)C2,4,-6,3,101,-1,107,8,-6,3
Cc1cc(C)n(-c2nnc(C)n2NS(=O)(=O)c2ccc(F)cc2)n1,3,4,25,103,-2,107,4,-4,2
COC(=O)C1CCN(C(=O)c2ccc(Cl)c(S(=O)(=O)NCc3cccnc3)c2)CC1,5,6,8,97,1,99,1,-2,-8
Cc1ccc(-n2ncc3c(=O)[nH]cnc32)c(C)c1,2,0,29,107,-9,104,1,-7,0
CCC1CCCCN1C(=O)CSc1nnc(-c2ccco2)o1 (stereo not given),-1,17,-17,100,-1,101,0,-4,-3
Clc1cccc(Cl)c1-c1noc(-c2ccno2)n1,9,12,8,98,0,96,-5,-3,0
CCOC(=O)c1ccc(S(=O)(=O)N2CCN(c3ccccn3)CC2)cc1,-2,11,-6,101,3,99,-2,3,3
Cc1cc(C)c(NC(=O)C2CSCCS2)c(C)c1 (stereo not given),0,-51,9,105,-2,98,0,-10,13
COc1cc2c(cc1OC)CN(CC(=O)Nc1ccccc1C(=O)NCc1ccccc1)CC2,0,19,2,96,-1,96,-5,-6,-2
C=CCNC(=S)Nc1ccccc1,3,12,1,79*[inhibitor],6,77,-13,15,0
CCS(=O)CC(=O)Nc1c(-c2ccccc2)oc2ccccc2c1=O (stereo not given),·,·,18,84,4,90,-24,5,0
O=C(NCCc1ccccc1)c1ccc2[nH]c(=O)c(=O)[nH]c2c1,3,2,23,104,1,105,10,2,4
O=S(=O)(Nc1ccncc1)c1ccc(Cl)cc1,1,-3,2,100,2,99,-2,3,-12
COc1cccc(NC(=O)c2cnc(SC)nc2)c1,3,11,0,100,-4,106,3,5,-5
CC(=O)[C@@H]1[C@@H]2C(=O)N(Cc3ccccc3)C(=O)[C@@H]2C2c3ccccc3C=CN21 (stereo not given in full),-7,-11,23,101,6,104,6,-19,12
C=CCOc1ccccc1/C=c1\sc2nc(-c3oc4ccccc4c3C)nn2c1=O,·,·,·,104,4,103,5,·,0
Cn1/c(=N/N=C/c2ccc(N3CCOCC3)cc2)sc2ccccc21,5,5,16,107,-1,101,1,0,9
Cc1ccc(S(=O)(=O)NCCN=C(CN2CCCC2)NS(=O)(=O)c2ccc(C)cc2)cc1,2,-5,-11,103,4,102,3,-5,1
O=C(CCC(=O)N1CCOCC1)Nc1nnc(C2CCCCC2)s1,5,-3,-3,102,0,102,3,-4,-4
Cc1nc(SCCOc2ccccc2F)[nH]c(=O)c1Cc1ccccc1,-5,0,16,104,5,107,-1,3,-15
O=C(c1ccc(CS(=O)Cc2ccc(Cl)cc2)o1)N1CCN(c2ccccc2)CC1 (stereo not given),-2,11,0,102,2,103,2,4,3
O=C(NCC1CCCO1)c1nn2c(C(F)(F)F)cc(-c3cc(Br)cs3)nc2c1Br (stereo not given),5,15,3,97,1,94,-7,0,-14
Cc1nn(CCOc2ccccc2)c(=O)n1-c1c(F)cccc1F,1,27,7,99,-2,101,-1,-8,1
COc1ccc(N(C(=O)c2csnn2)C(C(=O)NC2CCCC2)c2cccs2)cc1 (stereo not given),3,1,-3,101,-2,101,0,-1,0
CC(=O)Nc1cccc(OCC(=O)NS(=O)(=O)c2ccc(C)cc2)c1,1,9,-2,72,1,84,-15,-1,-9
Cc1ccc2c(c1)C1CN(C)CCC1N2C(=O)c1ccccc1NS(=O)(=O)c1ccc(F)cc1 (stereo not given),-2,20,-1,102,-5,103,17,-4,-5
O=C(O)c1ccc(/C=C2\SC(=Nc3ccccc3)N(c3ccccc3)C2=O)cc1,3,14,10,103,-3,98,-1,13,3
Brc1cc2c(cc1COc1ccc(-c3nn[nH]n3)cc1)OCO2,2,32,33,107,1,102,11,-6,-3
CCOC(=O)/C=C1\NC(=O)C(C)S1 (stereo not given),-1,10,27,102,9,101,2,3,5
O=C(c1ccccc1)C(C(=O)N1CCCCC1)n1ccccc1=O (stereo not given),2,-8,13,55,4,59,-17,0,-12
Cc1nn(C)c(C)c1S(=O)(=O)N1CCCC(C(=O)NC2CCCCCC2)C1 (stereo not given),4,12,2,102,4,106,6,-4,-5
Cn1ccsc1=NC(=O)c1ccccc1OC(F)F,3,20,12,93,0,94,-4,-21,-1
NC(=O)c1ccccc1Br,0,·,2,109,-4,108,7,-14,-5
Cc1ncsc1CCOC(=O)C1C2CC3CC(C2)CC1C3 (stereo not given),1,20,-6,101,-3,98,-2,0,-13
Cc1csc2nc(NC(=O)c3ccccc3)sc(=O)c12,·,·,32,130*,11,116,27,-20,-5
C/C=C\C=C\C(=O)Nc1cccc(C2=NOC3(C2)C[C@H](C(N)=O)N(C(=O)c2ccccc2C(=O)c2ccccc2)C3)c1 (stereo not given in full),·,·,0,98,3,90,-14,7,·
Cc1cc(NC(=O)c2ccc(Cl)cc2Cl)no1,7,1,5,106,1,106,3,-19,0
CC1(C)CC(NC(=O)C23CCC(C)(C2Br)C3(C)C)CC(C)(C)N1 (stereo not given),-3,20,-12,104,2,109,7,-10,-4
CCOC(=O)C1(CCc2ccccc2)CCN(C(=O)C(C)n2cncn2)CC1 (stereo not given),-3,-1,1,99,0,92,-9,1,1
Cc1cc(S(=O)(=O)N2CCCCC2)ccc1OCC(=O)Nc1ccccc1,1,2,1,103,1,108,7,-4,1
CCS(=O)(=O)N1CCN(S(=O)(=O)c2ccccc2)CC1,3,13,4,112,6,114,4,0,-5
Cn1/c(=N\NC(=O)C2CCCCC2)sc2ccccc21,2,25,5,104,-3,101,-4,1,8
COc1ccc(CNc2ncccn2)cc1OC,2,4,-4,99,8,97,-1,-18,3
Cc1ccc(S(=O)(=O)N(C)c2c(C)ccc(S(N)(=O)=O)c2C)cc1,1,-4,-7,101,-4,98,0,7,-10
CN(CC(=O)NCCc1ccccc1)S(=O)(=O)c1cnc[nH]1,2,25,8,100,1,100,-1,-2,-9
Cc1ccc(-n2ncc3c2CC(C)(C)CC3NC(=O)CCn2cncn2)cc1 (stereo not given),1,-8,10,103,·,102,4,-14,4
O=C(NCc1ccon1)c1ccc(OC2CCN(CCc3ccccc3)CC2)cc1,0,1,-1,101,4,100,-4,-2,1
CN(C)CCOC(c1ccc(Cl)cc1)c1ccccn1 (stereo not given),2&-2,-6,-6,91,-1,83,2,-3,1
CCN(CC)S(=O)(=O)c1cccc(NC(=O)COC(=O)c2cc(C)oc2C)c1,0,-3,3,96,2,105,4,-1,-2
Cc1ccc([N+](=O)[O-])c(C(=O)N/N=C/c2cccs2)c1,2,·,12,104,11,104,6,3,-5
Cc1ccc(/C=C/C(=O)Nc2cc(S(N)(=O)=O)ccc2O)cc1,-4,-3,22,78,2,76,-6,-2,5
CCN(CC)CCCOC(=O)C1(c2ccccc2)CCCC1,6,3,6,102,-6,105,5,19,-10
Fc1ccc(CSc2nncn2NCc2ccc3c(c2)OCO3)cc1,2,2,14,·,0,·,·,-7,-3
Cc1cc(Cl)c(S(=O)(=O)NCc2ccccc2)cc1OCC(N)=O,-2,-3,18,103,0,100,-2,0,7
O=C(Nc1ccccc1-c1ccccc1)c1ccc(Br)o1,-2,14,8,103,-1,96,-1,-7,-3
CC(C)N1CCc2c(sc(NC(=O)Cc3ccccc3)c2C#N)C1,6,-9,11,96,1,95,1,-10,5

# Only part of the results is shown; count on the stated rates, not on these rows.
